LGR2 antag: inhibitors of bursicon-induced Drosophila LGR2 receptor cAMP signaling; HEK293 LGR2, CRE-luciferase, bursicon-stimulated, 4 h; inhibition, % at 9.99 µM; 380,000 compounds, 0.35% hits;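 active = drop in luminescence signal, shown as inhibition above about 50% in the replicate tests, limit read from the data, passing the limit was not always enough; inconclusive = probably only some replicates passing the limit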;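 note: agonist challenge used bursicon conditioned medium at about half maximal strength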
INS-1E GSIS act: primary screen for activators of insulin secretion dependent on glucose, INS-1E cells, GLuc reporter luminescence | activation, % at 16.6 µM | 370,000 compounds, 0.61% hits | INS-1E GLuc reporter insulin secretion, 2-3 h;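 active = lowest replicate activation of at least 40%, so every replicate reaches that level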;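 note: 0% = median of neutral control wells and 100% = median of IBMX positive control wells; some compounds called inactive have numbers as strong as hits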
ARNT-TACC3 inh: disruptors of human ARNT/TACC3 interaction; AlphaScreen His-ARNT PAS-B/GST-TACC3 binding, luminescence; TACC3 fragment carries E629A point mutation; inhibition, % at 9.99 µM; 390,000 compounds, 0.66% hits; AID 623870;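 active = mean inhibition of replicates at least 50% and at least half of replicates each reaching 50%; inconclusive = half or more replicates reach 50% but mean below 50%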;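 note: 0% = complete ARNT plus TACC3 wells and 100% = ARNT alone without TACC3; many hits fall short of the cut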
Statin myotox sup: suppressors of simvastatin-induced myotoxicity in C2C12 myotubes. ATP luminescence, 48 h; scaled: DMSO 0, geranylgeraniol control 100. 330,000 compounds, 0.78% hits. rescue of ATP level, % at 7.49 µM;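 active = mean ATP rescue above about 67%, or every replicate alone reaching that limit, limit read from the data, passing the limit was not always enough; inconclusive = no clear call, values can overlap the other calls; inactive = mean under the limit and some replicate under it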;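 note: myotubes were challenged with 10 µM simvastatin during compound exposure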
PGC1a acetyl inh: modulators of PGC1a acetylation | 350,000 compounds, 0.17% hits | inhibition, % at 15.6 µM | U2OS PGC1a acetylation, AlphaScreen anti-acetyl-lysine; with virally co-expressed GCN5 acetyltransferase;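 active = every replicate shows inhibition of at least 40%; inconclusive = mean inhibition at least 40% but some replicate below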;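 note: 0% = neutral control wells and 100% = positive control wells; some results beyond the cut were filed as inactive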
PglD inh: blocks C. jejuni PglD acetyltransferase activity | purified PglD enzyme, DTNB colorimetric CoA detection | inhibition, % at 12.5 µM | 360,000 compounds, 0.098% hits; in the data active = inhibition above about 16%, passing the limit was not always enough; inconclusive = no clear call, values can overlap the other calls; note: strong numbers were not always called active
PAX8 inh HTS: lowers PAX8-driven luciferase in RMG-I cells | RMG-I TPO-luciferase reporter, SteadyGlo, 24 h | inhibition, % at 12.6 µM | 360,000 compounds, 1.2% hits | AID 652154;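 active = mean replicate inhibition at least 60% with every replicate also reaching 60%; inconclusive = only one of the two criteria is met; inactive = mean below 60% and not all replicates reaching 60%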;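 note: luciferase light reporting Pax8 driven TPO promoter activity; plate controls were median of neutral control wells for no effect and mitoxantrone controls for full effect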
Cneo AK release: causes C. neoformans cell lysis; adenylate kinase release luminescence, 4 h; normalised: neutral wells 0, clomiphene wells 100; lysis activity, % at 15 µM; 360,000 compounds, 0.2% hits; AID 651654;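 active = mean lysis activity across replicates of at least 80%, whatever share of replicates individually reach that level; inactive = mean lysis activity below 80%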
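Assay system: log-phase C. neoformans yeast / Quantity: yeast cell density of 5 × 10^6 cells/mL / Medium: fresh YPD growth medium / Compound: single dose / Timing: static 4 h at 37 °C with compound, 1 h detection / Measured by: adenylate kinase release luminescence / Read-out: lysis from increased AK signal / Benchmarks: Clomiphene as positive lysis control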
* marks the source's active call; other numbers are inactive results; u = inconclusive; x = not tested or not shown.

Every second line gives: PAX8 inh HTS	PGC1a acetyl inh	Statin myotox sup	Cneo AK release	LGR2 antag	PglD inh	ARNT-TACC3 inh	INS-1E GSIS act
CCOc1cc(C(=S)N2CCOCC2)ccc1OS(=O)(=O)c1ccc(Br)cc1
    15	-5	-8	0	7	1	3	-6
COc1ccc(C(N)c2nccc3cc(OC)c(OC)cc23)cc1OC (configuration not stated)
    x	0	-21	-2	x	-4	72*	x
O=C(Nc1ccc(COc2ccccc2)cc1)Oc1ccccc1N1CCOCC1
    1	4	5	x	10	x	-1	-3
C[C@@H]1CN([C@@H](C)CO)C(=O)c2cc(NC(=O)CCN3CCOCC3)ccc2O[C@H]1CN(C)Cc1ccc(C(F)(F)F)cc1
    -13	1	7	-5	10	2	-2	6
COc1ccc(N(CC(=O)NN=C2CCCCCCC2)S(=O)(=O)c2ccccc2)cc1
    x	1	6	3	6	0	-7	-7
O=C(Nc1ccc(N2CCN(C(=O)c3ccco3)CC2)cc1)c1ccc([N+](=O)[O-])cc1Cl
    19	x	-13	0	-5	1	-4	-3
Cc1cc([N+](=O)[O-])ccc1NC(=O)C(C)N1CCN(c2ccccn2)CC1 (configuration not stated)
    15	-8	-2	3	-15	2	-4	0
CCCN1C[C@@H](C)[C@@H](OC)CN(C)C(=O)c2cc(NC(=O)c3ccc(F)cc3)ccc2OC[C@H]1C
    x	-2	-31	1	7	3	8	5
Cc1noc(C)c1S(=O)(=O)Nc1ccc2c(c1)C(=O)N([C@H](C)CO)C[C@H](C)[C@@H](CN(C)S(C)(=O)=O)OCCCC[C@@H](C)O2
    x	2	x	-3	5	-4	-2	18
Cc1ccc(S(=O)(=O)N2c3ccccc3OCC2c2ccccc2)cc1 (configuration not stated)
    x	-30	-5	0	x	-5	-1	x
CN(C)S(=O)(=O)N1CCN(S(=O)(=O)N(C)C)CC1
    x	1	0	2	13	6	-24	6
COc1ccc(C#Cc2cnc3c(c2)C(=O)N([C@H](C)CO)C[C@H](C)[C@H](CN(C)C)O3)cc1OC
    x	-2	4	-3	11	7	2	-8
O=C(COc1ccccc1Cc1ccccc1)Nc1cccc(S(=O)(=O)N2CCOCC2)c1
    15	-16	6	-2	9	-5	-3	-12
Cc1cccc(C(=O)N(Cc2nc3ccccc3c(=O)[nH]2)C2CCCCC2)c1
    8	x	x	x	25	x	-4	-5
CO[C@H]1CN(C)C(=O)c2ccc(NC(C)=O)cc2OC[C@@H](C)N(Cc2ccncc2)C[C@H]1C
    x	0	-5	x	2	1	x	-1
COC(=O)c1cccc(NC(=O)Cc2nc(-c3ccccc3)sc2-c2ccc(C)cc2)c1
    6	x	x	x	7	x	-6	-33
Cc1nn(CC(=O)Nc2ccc(F)cc2)c(=O)c2ccccc12
    23	-3	11	7	-3	0	-2	-11
O=C(Cn1c(-c2ccccn2)nc2ccccc21)N/N=C/c1ccccn1
    18	4	x	x	5	x	39	0
COc1ccc(NS(=O)(=O)c2cccc(C(=O)Nc3ccccc3C(=O)O)c2)cc1
    -11	-1	8	1	4	3	5	-5
Cc1noc(C)c1CSc1ccc2ccccc2n1
    x	x	26	-4	x	2	-7	x
O=C(CCC1CCCN(c2ncccn2)C1)NCc1ccc(F)c(F)c1 (configuration not stated)
    18	x	x	x	-12	x	0	-7
CC(C)COC(=O)NCC12C=CC(O1)C1C(=O)N(c3ccc(Cl)cc3)C(=O)C12 (configuration not stated)
    x	-9	-27	-1	-4	-2	1	-15
Cc1nc2scc(C)n2c(=O)c1S(=O)(=O)NC(C)c1ccccc1 (configuration not stated)
    0	3	-3	1	13	1	-14	5
CCN(CC)c1ccc(S(=O)(=O)N2CCOCC2)cc1NC(=O)COC(=O)C1=COCCO1
    -9	2	-6	-1	-3	2	-20	1
Cn1cc(C(=O)N/N=C/C(Br)=C\c2ccccc2)ccc1=O
    x	-128	35	-3	x	3	-4	x
C/C(=N\NC(=O)c1ccccc1)c1ccc(C)c([N+](=O)[O-])c1
    -57	x	x	x	-14	x	-1	1
O=C(Nc1nnc(C2=COCCO2)o1)c1ccc(Br)cc1
    -19	x	-7	-3	3	2	41	10
Cc1ccc(C)c2nc(SCC(=O)NCc3cccs3)c(C#N)cc12
    x	5	-15	2	x	-2	-9	x
O=C1CCCC2=C1C(c1ccncc1)c1c(nc(SCc3ccccc3Cl)[nH]c1=O)N2 (configuration not stated)
    x	-3	-21	2	x	4	-8	x
COc1ccc(N2CCN(CC(=O)Nc3cc(C)cc(C)c3)CC2)cc1
    -12	x	15	-1	1	0	13	-16
COc1ccc(NC2CCCN(C(=O)CCN3CCCO3)C2)cc1 (configuration not stated)
    -3	-9	1	7	10	-6	0	3
Cn1c(-c2cc(Cl)ccc2O)nc2c1c(=O)[nH]c(=O)n2Cc1ccccc1
    24	6	x	x	-1	x	x	7
COc1ccc(S(=O)(=O)N(C)C[C@H]2OCCCC[C@H](C)Oc3ccc(NC(=O)c4ccncc4)cc3C(=O)N([C@@H](C)CO)C[C@@H]2C)cc1
    22	-6	x	-5	4	1	0	-3
Cc1ccc(NC(=O)C2CCN(S(=O)(=O)c3ccc4[nH]c(=O)ccc4c3)CC2)c(C)c1
    -10	-1	1	-2	19	2	x	3
CO[C@H]1CN(C)C(=O)c2ccc(NC(=O)C3CC3)cc2OC[C@@H](C)N(C(C)=O)C[C@@H]1C
    -5	4	-11	-6	-8	3	-5	11
Cc1sc2nc(CN3CCCCC3)nc(N3CCN(C(=O)c4ccco4)CC3)c2c1C
    10	6	-15	-2	-15	-1	1	2
C[C@H]1CCCCO[C@@H](CN(C)C(=O)c2ccncc2)[C@@H](C)CN([C@@H](C)CO)C(=O)c2cc(NS(=O)(=O)c3ccc(Cl)cc3)ccc2O1
    -8	5	x	-7	7	-1	8	-23
C[C@H]1CN([C@@H](C)CO)C(=O)c2cc(NC(=O)Cc3cn(C)c4ccccc34)ccc2O[C@@H]1CN(C)S(=O)(=O)c1cccs1
    x	-13	u	2	5	-8	3	-15
O=C(O)c1cccnc1Sc1ccc(Cl)cc1
    -23	14	x	x	8	x	-2	4
CCOc1ccc(-c2nnc(-c3ccc(OC)cc3)o2)cc1
    x	-10	8	2	x	-1	-5	x
CC(C(=O)c1ccccc1)C(O)c1ccccn1 (configuration not stated)
    -26	-15	0	1	3	7	x	x
CC1CC1C(=O)OCC(=O)NC(=O)c1ccccc1 (configuration not stated)
    -5	x	1	1	-30	2	-16	-2
CN(C(=O)COC(=O)c1ccc(NS(=O)(=O)c2cccs2)cc1)C1CCCCC1
    -13	x	-5	-1	x	6	-25	-13
CCCCOC(=O)CCNc1n[nH]c(=O)[nH]c1=O
    -5	5	2	0	x	1	5	x
CN(CC(=O)Nc1ccc(F)cc1)C(=O)c1cc2c(s1)CCCCC2
    -1	-8	-16	x	4	-2	-5	4
Cc1cccc(C2=NN(c3ccc(Br)cc3)[C@@H](C(=O)N3CCOC3=O)[C@@H]2c2ccc(Cl)cc2)c1
    x	6	27	0	x	-1	-17	x
C=CCNC(=S)N1CCOCC1
    2	6	x	x	7	x	-9	0
COc1ccccc1C#Cc1ccc2c(c1)O[C@H](CN(C)C)[C@@H](C)CN([C@H](C)CO)S2(=O)=O
    x	-13	-30	0	-24	-6	5	4
CCCNC(=O)CCCCn1c(=S)[nH]c2c([nH]c3ccc(OC)cc32)c1=O
    9	-16	x	x	-6	x	-2	7
CCC1Oc2ccc(C)cc2N(CC(=O)NCC2CCCO2)C1=O (configuration not stated)
    2	4	-7	-3	-26	-5	3	10
COc1ccc(NC(=O)COC(=O)c2cc([N+](=O)[O-])ccc2N2CCOCC2)cc1
    17	0	6	0	-4	8	-1	-6
COC(=O)COc1ccc(-c2ccccc2)cc1C=O
    29	-11	-3	x	-33	x	-2	-7
C=C1CCN([C@@H](CC(C)C)C(=O)Nc2ccc(OC)cc2)S(=O)(=O)c2ccccc21
    -2	-27	-19	3	7	-4	-1	-32
COc1ccccc1CN1CC(C(=O)NCCn2ccc(C)n2)CCC1=O (configuration not stated)
    -19	-3	-3	2	-20	1	14	-2
Cc1cnc(CNC(=O)c2ccc3oc(Cc4ccccc4)nc3c2)[nH]1
    0	-9	-3	-7	-2	2	6	0
Cc1cccc(C(=O)Nc2ccc(C(=O)/C=C/c3ccncc3)cc2)c1
    23	32	-2	-2	-4	-4	6	-11
C[C@@H]1CN([C@@H](C)CO)S(=O)(=O)c2ccc(C3=CCCC3)cc2O[C@@H]1CN(C)C(=O)C1CCCCC1
    x	10	-62	3	5	1	-4	-11
CC1CC(c2ccccc2)n2nc(NC(=O)c3cccs3)nc2N1 (configuration not stated)
    x	-11	-15	-6	x	-3	12	x
CC(C)CC(=O)Nc1nnc(SCC(=O)NC2CCCCC2)s1
    11	x	-3	-10	26	-5	2	22
CC(C)=CC(=O)N1CCC(n2nccc2NC(=O)CCc2ccccc2)CC1
    9	1	-10	0	7	6	0	10
CS(=O)(=O)N(CC(=O)Nc1cc(Cl)ccc1Cl)c1ccccc1
    x	-6	-12	-1	3	-1	-12	-23
Cc1cc(C)c(C(=O)CSc2nc(C)cc(=O)[nH]2)c(C)c1
    -7	-18	12	4	1	-7	-18	-13
CNC(=O)c1c(NC(=O)CCS(=O)(=O)c2ccc(C)cc2)sc2c1CCN(C(=O)OC)C2
    u	x	x	x	7	x	0	-11

One compound at a time (already shown):
Cc1cnc(CNC(=O)c2ccc3oc(Cc4ccccc4)nc3c2)[nH]1 is listed as PAX8 inh HTS: 0; PGC1a acetyl inh: -9; Statin myotox sup: -3; Cneo AK release: -7; LGR2 antag: -2; PglD inh: 2; ARNT-TACC3 inh: 6; INS-1E GSIS act: 0
CCCCOC(=O)CCNc1n[nH]c(=O)[nH]c1=O is listed as PAX8 inh HTS: -5; PGC1a acetyl inh: 5; Statin myotox sup: 2; Cneo AK release: 0; LGR2 antag: x; PglD inh: 1; ARNT-TACC3 inh: 5; INS-1E GSIS act: x

Shown as a markdown table: part of the list above.
| Structure | PAX8 inh HTS | PGC1a acetyl inh | Statin myotox sup | Cneo AK release | LGR2 antag | PglD inh | ARNT-TACC3 inh | INS-1E GSIS act |
| --- | --- | --- | --- | --- | --- | --- | --- | --- |
| COc1ccc(N2CCN(CC(=O)Nc3cc(C)cc(C)c3)CC2)cc1 | -12 | x | 15 | -1 | 1 | 0 | 13 | -16 |
| O=C(CCC1CCCN(c2ncccn2)C1)NCc1ccc(F)c(F)c1 (configuration not stated) | 18 | x | x | x | -12 | x | 0 | -7 |
| CO[C@H]1CN(C)C(=O)c2ccc(NC(C)=O)cc2OC[C@@H](C)N(Cc2ccncc2)C[C@H]1C | x | 0 | -5 | x | 2 | 1 | x | -1 |
| Cc1nc2scc(C)n2c(=O)c1S(=O)(=O)NC(C)c1ccccc1 (configuration not stated) | 0 | 3 | -3 | 1 | 13 | 1 | -14 | 5 |
| CCCN1C[C@@H](C)[C@@H](OC)CN(C)C(=O)c2cc(NC(=O)c3ccc(F)cc3)ccc2OC[C@H]1C | x | -2 | -31 | 1 | 7 | 3 | 8 | 5 |
| Cc1cccc(C2=NN(c3ccc(Br)cc3)[C@@H](C(=O)N3CCOC3=O)[C@@H]2c2ccc(Cl)cc2)c1 | x | 6 | 27 | 0 | x | -1 | -17 | x |

High-throughput results deposited in PubChem BioAssay by Broad Institute.
